High-throughput results (PubChem)
RNase H inhibition: RNase H inhibition, HIV 1 Gag Pol polyprotein, FRET biochemical assay, screening (AID 372). inhibition, % at 10 µM, or IC50 in µM where a hit was titrated. HIV-1 RT RNase H, FRET RNA/DNA substrate fluorescence; higher % means a stronger effect. 0.77% of 100,000 active; in the data active means inhibition above about 50%
Active calls of the source: *; & = joins results of further samples. Not all compounds are listed; count on the stated rates, not on these rows.

Sample of the layout (five entries):
Structure	RNase H inhibition
CN1CCN(C(=O)c2ccccc2Oc2ccccc2)CC1	15.0%
COc1ccc(C(=O)NC(=S)Nc2ccc(-c3nc4ccccc4[nH]3)cc2)cc1[N+](=O)[O-]	60.0%*
O=C(Nc1cccc2c1CCCC2)c1ccccc1I	11.0%
CCOc1cccc(OCCOc2ccc(C)cc2I)c1	8.0%
COc1ccc(C2C/C(=N/O)C(C)C(c3ccc(OC)c(OC)c3)N2)cc1OC (centres undefined)	8.0%

The list itself, from the first entry:
Structure	RNase H inhibition
CN1CCN(C(=O)c2ccccc2Oc2ccccc2)CC1	15.0%
COc1ccc(C(=O)NC(=S)Nc2ccc(-c3nc4ccccc4[nH]3)cc2)cc1[N+](=O)[O-]	60.0%*
O=C(Nc1cccc2c1CCCC2)c1ccccc1I	11.0%
CCOc1cccc(OCCOc2ccc(C)cc2I)c1	8.0%
COc1ccc(C2C/C(=N/O)C(C)C(c3ccc(OC)c(OC)c3)N2)cc1OC (centres undefined)	8.0%
Cc1ccc(NC(=O)CSc2nc3ccccc3s2)c([N+](=O)[O-])c1	16.0%
COc1ccc(C(=S)N2CCCC2)c(OC)c1	1.0%
Clc1cccc(-c2ccc(C=Nc3ccc4oc(-c5ccccc5)nc4c3)o2)c1	17.0%
CCCCOc1ccccc1C1Oc2nc(SC)nnc2-c2ccccc2N1C(=O)CC (centres undefined)	19.0%
Cc1ccc([N+](=O)[O-])cc1N[C@H]1O[C@H](C(O)CO)[C@H](O)[C@H]1O (some centres undefined)	8.0%
COc1ccc(/C(O)=C2\C(=O)C(=O)N(CCCO)C2c2ccc(N(C)C)cc2)cc1 (centres undefined)	8.0%
COc1ccc(OCCCCOc2ccccc2[N+](=O)[O-])cc1	23.0%
Cc1ccc(-c2n[nH]c(=S)n2-c2ccccc2C)cc1	2.0%
NC(=O)c1cccc(N=Cc2ccc(Cl)c([N+](=O)[O-])c2)c1	13.0%
c1ccc2c3c([nH]c2c1)CN(Cc1ccsc1)CC3	11.0%
CCCCOc1ccccc1/C=C1/SC(N2CCN(C(C)=O)CC2)=NC1=O	18.0%
COc1cc(/C=C2/C(=O)NC(=O)N(C(C)(C)C)C2=O)ccc1O	0.0%
OCCCNc1nc2ccccc2n1Cc1ccccc1	9.0%
CCOc1cc(I)cc(/C=N/NC(=O)C2COc3ccccc3O2)c1O (centres undefined)	17.0%
Cc1ccc(NC(=O)c2ccc(Cl)c([N+](=O)[O-])c2)cc1	6.0%
CC(=O)Nc1ccccc1NS(=O)(=O)c1ccccc1	9.0%
c1ccc(Oc2cccc(CN3CCN(Cc4ccc5c(c4)OCO5)CC3)c2)cc1	4.0%
COc1cc(NC(=O)c2ccc(I)cc2)c(OC)cc1Cl	0.0%
COc1ccc(OC)c(NC(=O)C(C)Oc2ccccc2)c1 (centres undefined)	24.0%
Cc1nc(NNC(=O)c2ccc([N+](=O)[O-])cc2)cc(-c2ccccc2)n1	5.0%
Oc1cccnc1-c1ccccc1	5.0%
C=CCOc1cccc(/C=N/NC(=O)C(=O)Nc2ccc(OC)cc2OC)c1	4.0%
Cc1c(C(=O)OC(C)C)sc(NC(=O)c2cccc(Cl)c2)c1C#N	25.0%
COc1cc(OC)c(/C=C2\C(=O)NC(=O)N(c3cccc(C)c3)C2=O)cc1Br	4.0%
O=c1oc(-c2ccccc2[N+](=O)[O-])nc2ccccc12	7.0%
COc1ccc(-c2csc(NC(=O)c3ccc([N+](=O)[O-])cc3)n2)cc1Br	10.0%
CC(=O)Nc1ncc(Cc2ccc(F)cc2)s1	0.0%
COc1ccc(C(=O)NCCSCc2ccc(Cl)cc2)cc1	5.0%
CC1CCN(CCOCCOc2ccc(F)cc2)CC1	15.0%
COc1ccc(NC2=CC(c3ccc(OC)cc3)N(c3ccc(OC)cc3)C2=O)cc1 (centres undefined)	0.0%
Cc1ccc(Cl)cc1-c1ccc(C=Nc2cc(C(C)(C)C)ccc2O)o1	25.0%
COc1ccc(S(=O)(=O)NNC(=O)c2cccc([N+](=O)[O-])c2)cc1	10.0%
O=C(Nc1ccc2c(c1)OCCO2)C1CCCO1 (centres undefined)	0.0%
O=C(Cc1ccc(Cl)cc1)NC(=S)Nc1ccc(Cl)c([N+](=O)[O-])c1	27.0%
Cc1ccccc1NC(=O)C(=O)NCc1ccc(Cl)cc1	7.0%
O=C(NC1CCN(Cc2ccccc2)CC1)c1ccc(Br)cc1	0.0%
CCOC(=O)C1=C(C)NC(=S)NC1c1cccc(Br)c1 (centres undefined)	5.0%
COc1ccc(-c2nnc(NC(=O)c3ccc(C)cc3)s2)cc1OC	14.0%
CN1CCN(CC(=O)n2c3c(c4ccccc42)CCCC3)CC1	0.0%
Clc1ccc(-c2nnc(-c3ccc4c(c3)OCO4)o2)c(Cl)c1	3.0%

Ordered by number of heavy atoms (low to high): part of the list above.
Structure	RNase H inhibition
CC(=O)Nc1ncc(Cc2ccc(F)cc2)s1	0.0%
CCOC(=O)C1=C(C)NC(=S)NC1c1cccc(Br)c1 (centres undefined)	5.0%
O=C(NC1CCN(Cc2ccccc2)CC1)c1ccc(Br)cc1	0.0%
COc1ccc(-c2nnc(NC(=O)c3ccc(C)cc3)s2)cc1OC	14.0%
COc1ccc(NC2=CC(c3ccc(OC)cc3)N(c3ccc(OC)cc3)C2=O)cc1 (centres undefined)	0.0%

Carrying on:
Structure	RNase H inhibition
CC(C)CNC(=O)CC(=O)N/N=C/c1ccc(C(=O)O)cc1	10.0%
COc1ccc(OC)c(C(C)NC=O)c1 (centres undefined)	9.0%
O=C(O)c1ccccc1C(=O)Nc1cccc(Cl)c1	5.0%
O=C(c1cccc(Cl)c1)N1CCCCC1	6.0%
O=C(/C=C/c1ccccc1OC(=O)c1cc2ccccc2oc1=O)c1ccccc1	11.0%
COc1cccc(CN2CCN(C(=O)c3ccccc3)CC2)c1	8.0%
COc1ccc2cc(S(=O)(=O)Oc3c(Cl)cc(Cl)c4cccnc34)ccc2c1	3.0%
CC(Oc1ccccc1)C(=O)Nc1ccc(-c2nc3ccccc3o2)cc1 (centres undefined)	8.0%
O=C(CN(c1ccccc1)S(=O)(=O)c1ccccc1[N+](=O)[O-])Nc1ccc(Br)cc1	3.0%
CCC(=Nc1ccccc1C)C1=C(O)CC(C)(C)CC1=O	3.0%
CC(=O)Nc1ccc(NC(=O)Cn2cnc3c2c(=O)n(C)c(=O)n3C)cc1	11.0%
COc1ccc(NC(=O)c2c(-c3c(F)cccc3Cl)noc2C)c([N+](=O)[O-])c1	7.0%
CC1=NOC(=O)/C1=C/c1ccc(C)cc1	7.0%
COC(=O)Oc1ccc2c(=O)c(-c3ccccc3OC)coc2c1	0.0%
O=C(O)C1CC=CCC1C(=O)Nc1nc(-c2ccc(Cl)c(Cl)c2)cs1 (centres undefined)	38.0%
COc1ccc(Br)c(/C=N/NC(=O)c2cccc(I)c2)c1	17.0%
COc1ccc(Br)cc1CNc1ccc(C)cc1Br	16.0%
Cc1ccnc(NS(=O)(=O)Cc2ccccc2)c1	3.0%
CC(C)C(=O)Oc1ccc2c(=O)c(-c3cccc4ccccc34)c(C(F)(F)F)oc2c1	13.0%
Cc1ccc2nc(-c3ccc(NC(=O)c4ccc5c(c4)OCCO5)cc3)sc2c1	15.0%
CCCOc1cccc(C(=O)Nc2ccc(F)c([N+](=O)[O-])c2)c1	4.0%
COc1ccc(/C=C2\SC(=O)N(CC(=O)NCCO)C2=O)cc1OC	6.0%
COc1ccc(/C=C2/C(=N)N3N=C(c4ccccc4)SC3=NC2=O)cc1	9.0%
COc1ccc(-n2c(SCC(=O)c3ccc(Br)cc3)nc3ccccc3c2=O)cc1	46.0%
COc1cc([N+](=O)[O-])ccc1-c1ccc(/C=N/Nc2ccc(Br)cc2)o1	10.0%
CCOCCOc1nc2ccccc2s1	0.0%
COc1ccc(Cn2cc(F)c(=O)n(CCC(C)C)c2=O)cc1[N+](=O)[O-]	18.0%
COc1cc(C=O)cc(I)c1OCc1ccc(F)cc1	10.0%
COC(=O)c1ccc(NC(=O)C(Cl)Cl)cc1	4.0%
O=C(N/N=C/c1ccncc1)c1cccc(I)c1	0.0%
COc1ccc(C(=O)Nc2ccc(Cl)c(Cl)c2)cc1I	8.0%
COC(=O)c1sccc1NC(=O)/C=C/c1ccc(OC)cc1	11.0%
CC12CN3CC(C)(CN(C1)C3c1ccc([N+](=O)[O-])cc1)C2=O (centres undefined)	6.0%
O=C(NC1CCS(=O)(=O)C1)c1sc2cccc(Cl)c2c1Cl (centres undefined)	10.0%
Cc1cc(C)c2nc(NC(=O)c3ccccc3[N+](=O)[O-])sc2c1	8.0%
CCCCCCOc1ccc(N2C(=O)CC(S/C(N)=N/N=C(\C)c3ccc(Cl)cc3)C2=O)cc1 (centres undefined)	7.0%
Cc1ccc(OCCOc2ccc(Cl)cc2/C=C2\SC(=S)NC2=O)c(C)c1	43.0%
CCn1c2ccccc2c2nnc(SCC(=O)Nc3ccc([N+](=O)[O-])cc3)nc21	3.0%
COc1cc(/C=C/C(=O)c2cccc([N+](=O)[O-])c2)cc(OC)c1OC	15.0%
O=C1NN(c2ccc(F)cc2)C(=O)/C1=C\c1ccc(-c2ccccc2F)o1	32.0%
Fc1ccccc1C=NN1CCN(Cc2ccccc2)CC1	13.0%
Cc1cc(C)n2ncc(C(=O)O)c2n1	0.0%
COc1ccccc1C(=O)NNC(=O)C1CC=CCC1 (centres undefined)	7.0%
CC1(C)CC(=O)C2=C(C1)NC1=C(C(=O)CC(C)(C)C1)C2c1ccccc1Cl	0.0%
NNc1nc(N2CCCC2)nc(N2CCCC2)n1	4.0%

Next section:
SMILES,RNase H inhibition
COc1ccccc1NC(=O)N1CCc2ccccc21,9.0%
NC(=O)NC(c1ccccc1)c1ccccc1Br (centres undefined),5.0%
Cc1ccc(NCCC(=O)c2cccs2)cc1Cl,18.0%
Clc1ccccc1Cc1noc(-c2ccc(Br)cc2)n1,3.0%
COc1ccc(C(=O)c2ccc(Br)cc2)c2ccccc12,25.0%
O=C(O)/C=C/C(=O)Nc1ccc(Oc2ccc(Oc3ccc(NC(=O)/C=C/C(=O)O)cc3)cc2)cc1,10.0%
CC1=CC(=O)C=C/C1=N\OS(=O)(=O)c1ccc(C)cc1,18.0%
C=CCN1C(=O)/C(=C/c2cccc(OCCOc3ccc(OC)cc3)c2)SC1=S,13.0%
COc1ccc(OC)c(S(=O)(=O)NCc2ccc3c(c2)OCO3)c1,10.0%
Cc1ccc(-c2nc3ccccc3[nH]2)cc1NC(=O)Cc1ccccc1,7.0%
COC(=O)C1=C(C)NC(=O)N(C(C)=O)C1c1cccc([N+](=O)[O-])c1 (centres undefined),3.0%
Cc1c(NC(=O)c2cccs2)cccc1[N+](=O)[O-],0.0%
O=C(Nc1cccc(Oc2ccc(C(=O)O)c(C(=O)O)c2)c1)c1ccc(-c2ccccc2)cc1,12.0%
CS(=O)(=O)N(CC(=O)O)c1ccc(F)cc1,0.0%
O=C1c2cccc3cccc(c23)C(=O)N1/N=C/c1ccco1,0.0%
Cc1c(N=Cc2c(O)n(Cc3ccco3)c(=O)c3ccccc23)c(=O)n(-c2ccccc2)n1C,3.0%
O=S(=O)(c1ccccc1)c1ccc(-c2nnc(-c3ccccc3Cl)o2)cc1,10.0%
Cc1ccc2c(c1)NC(C)(C)c1sn(-c3ccc(Cl)c(Cl)c3)c(=S)c1-2,15.0%
COc1ccccc1NS(=O)(=O)c1cc(S(=O)(=O)Nc2ccccc2OC)c(C)cc1C,3.0%
O=C(Nc1ccc2nn(-c3ccc(F)cc3)nc2c1)c1cc(Cl)ccc1Cl,17.0%
CCOC(=O)c1c[nH]c2c(Cl)ccc(Cl)c2c1=O,7.0%
Clc1ccc(Oc2nc3ccccc3n3cnnc23)cc1,0.0%
COc1cccc(NC(=O)/C=C/c2cccc([N+](=O)[O-])c2)c1,10.0%
COc1cc(C(=O)NC(=S)Nc2ccc(-c3nc4ccccc4s3)cc2)cc(OC)c1OC,6.0%
O=C1CC(c2ccc(Cl)c(Cl)c2)c2ccc3ccccc3c2N1 (centres undefined),10.0%
CC1=C(C(=O)OCCc2ccccc2)C(c2cccc(O)c2)C2=C(CCCC2=O)N1 (centres undefined),36.0%
O=C(O)C(Oc1ccc2c(-c3ccccc3)cc(=O)oc2c1)c1ccccc1 (centres undefined),4.0%
Cc1cc(C=NO)c(C)n1-c1ccc(I)cc1,11.0%
CC(C)OC(=O)C1C(=O)CC(C)(O)C(C(=O)OC(C)C)C1c1ccc([N+](=O)[O-])cc1 (centres undefined),7.0%
COc1ccc(OC)c(C2NC(=S)NC(C)=C2C(=O)Nc2ccccc2Cl)c1 (centres undefined),1.0%
O=C(NNc1ccc([N+](=O)[O-])cc1[N+](=O)[O-])c1cccnc1,11.0%
COc1cc(/C=C2/C(C)=C(C#N)c3nc(N)c(C#N)c(C)c32)ccc1O,36.0%
CN1/C(=C/C(=O)Nc2ccccc2)c2ccccc2CC12CCCCC2,0.0%
COc1ccc(C)cc1NC(=O)c1ccc(CN2CCc3ccccc3C2)cc1,9.0%
Cc1ccc(N2C(=O)NC(=O)/C(=C/c3ccc(-c4ccc([N+](=O)[O-])cc4C)o3)C2=O)cc1C,7.0%
Cc1ccc(-n2[nH]c(C)c(C=Nc3ccccc3C(=O)O)c2=O)cc1C,11.0%
CCOCCOC(=O)C1=C(C)NC2=C(C(=O)CC(c3ccc(OC)cc3)C2)C1c1ccc(Br)cc1 (centres undefined),1.0%
CC(Cc1ccccc1)NC(=O)CC(c1ccccc1)c1ccccc1 (centres undefined),5.0%
CCOC(=O)c1ccccc1NC(=O)CN(c1ccccc1OCC)S(C)(=O)=O,15.0%
COc1cc(/C=C/c2[nH]c(=O)[nH]c(=O)c2[N+](=O)[O-])ccc1O,4.0%&0.0%
COC(=O)c1c(NC(=O)C2CC2c2ccccc2)sc(C)c1C (centres undefined),17.0%
Nc1csc(C(c2ccccc2)c2ccccc2)n1,41.0%
COc1ccc(/C=C(/NC(=O)c2ccco2)C(=O)Nc2cccc(C)c2)cc1,0.0%
COc1ccc(NC(=O)Cc2ccc(OC)c(OC)c2)c([N+](=O)[O-])c1,8.0%
